Source: PubChem BioAssay (National Center for Advancing Translational Sciences (NCATS))
Pf growth 96h = P. falciparum growth inhibition at 96 hours; P. falciparum luciferase reporter growth, 96 h; AID 504834; Potency, µM (titrated, usually from 28.7 µM), for the others: at the highest dose activity change, negative = inhibition, actives largely listed as inhibitors; 320,000 tested, 6.9% active; note: potency is the fitted concentration of half-maximal effect; % is set by controls: 0 for no effect and ±100 for the full control effect
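Plates of compound plus infected erythrocytes (2% hematocrit, 0.05% parasitemia final) incubate 96 hours, 37 C, 5% CO2. Detection reagent added; reduced luminescence from the parasites' luciferase reporter flags inhibition.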
LmPK inh = LmPK (Leishmania mexicana) enzyme inhibition. purified LmPK, Kinase-Glo ATP luminescence, 1 h. Potency, µM (highest dose often 57.5 µM), for the others: top-dose activity change, negative = inhibition, most hits filed as inhibitors. 290,000 tested, 0.37% active; note: potency is the fitted concentration of half-maximal effect; % is set by controls: 0 for no effect and ±100 for the full control effect
Target sequence (Q27686 whole entry, looked up): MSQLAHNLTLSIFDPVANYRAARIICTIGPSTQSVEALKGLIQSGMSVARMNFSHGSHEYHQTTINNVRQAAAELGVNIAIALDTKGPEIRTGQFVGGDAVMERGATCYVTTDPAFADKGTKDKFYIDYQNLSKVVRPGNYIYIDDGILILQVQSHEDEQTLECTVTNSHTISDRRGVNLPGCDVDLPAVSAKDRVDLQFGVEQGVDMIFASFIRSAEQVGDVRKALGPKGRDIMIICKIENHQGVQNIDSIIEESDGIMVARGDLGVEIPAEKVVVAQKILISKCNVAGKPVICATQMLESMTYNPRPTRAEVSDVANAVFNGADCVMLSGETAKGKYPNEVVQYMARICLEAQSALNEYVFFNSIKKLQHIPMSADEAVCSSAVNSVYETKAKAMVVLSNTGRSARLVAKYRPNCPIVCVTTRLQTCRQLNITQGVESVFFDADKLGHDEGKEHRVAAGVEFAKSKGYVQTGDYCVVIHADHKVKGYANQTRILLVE
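Kinase-Glo luminescence read after 1 h RT reaction of 0.1 nM LmPK with 0.5 mM PEP and 0.1 mM ADP. Activity scaled between uninhibited and enzyme-free controls.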
CHX counter = counter-screen hit for Shiga toxin inhibitors, cycloheximide; cell reporter, cycloheximide protein synthesis inhibition counterscreen; max response, %; 300,000 tested, 12% active; in the data active = max response mostly above about 13%, no sharp cut-off; inactive = mostly below about 14%; note: read at 38.3 µM for the half of the compounds with a filed dose; 0% is about no effect
Shiga toxin inh = inhibitors of Shiga toxin in Vero cells; 290,000 tested, 9.2% active; Vero cells, Shiga toxin protein synthesis inhibition reporter; inhibition, % at 38.7 µM; in the data active = inhibition mostly above about 28%, no sharp cut-off; inactive = mostly below about 43%; note: 0% is about no effect
Pf growth 48h = inhibits P. falciparum growth in the first generation, 48 h. AID 504832. P. falciparum luciferase growth in erythrocytes, 48 h. Potency, µM (top dose mostly 28.7 µM), inactives show at the highest dose activity change, negative = inhibition, actives largely listed as inhibitors. 310,000 tested, 5.9% active; note: potency is the fitted concentration of half-maximal effect; % is set by controls: 0 for no effect and ±100 for the full control effect
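First compound was added to culture medium, then infected red cells at 0.1% parasitemia and 2% hematocrit (final). After incubation at 37 C under 5% CO2, luciferase detection reagent was dispensed and light output recorded.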
HCV inhibitor = inhibitors of hepatitis C virus infection; AID 651820; Potency, µM (titrated, usually from 41.8 µM), inactives show top-dose activity change, negative = inhibition, usual class: inhibitors; 340,000 tested, 3.4% active; Huh7.5.1 HCVcc-Cre infection, luciferase reporter, 44 h; note: potency is the fitted concentration of half-maximal effect; % is set by controls: 0 for no effect and ±100 for the full control effect
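HCVcc-Cre virus at an moi near 0.5 was added right after compound to cells cultured 4 h from seeding (1,000 cells/well). Luciferase activity was determined 44 h later, 15 min after substrate addition at RT.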
TbPYK inhibitor = blocks Trypanosoma brucei pyruvate kinase; TbPYK enzyme, Kinase-Glo Plus ATP luminescence, 45 min; Potency, µM (series often up to 76.8 µM), for inactives: at the top dose activity, negative = inhibition, usual class: inhibitors; 410,000 tested, 0.12% active; Q57TT1; AID 624173; note: potency is the fitted concentration of half-maximal effect; % is set by controls: 0 for no effect and ±100 for the full control effect; nearly all actives have a fitted effect of over 50% in size
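Assay buffer: 50 mM TEA pH 7.2, 100 mM KCl, 10 mM MgCl2, 0.05% BSA, 0.01% Tween-20. Pyruvate kinase from T. brucei plus substrate met compound, then ADP (130 uM final). Luminescence was read post 45 min RT.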
Starred values were filed as active, the others as inactive; ? = inconclusive; . = not tested or not shown; & = joins results of further samples; [ ] = remark or other dose. Unless noted, calls come from the whole dose curve; as a rule, active = well fitted curve in the direction sought with a large enough effect; inconclusive = small, poorly fitted or top-dose-only effect, or another doubt; inactive = no such curve, though single readings can be large; an effect the other way counts as inactive or inconclusive. This is a random part of the collection. About 24% of those tested had a hit in this group.

#1 CC(=O)c1c(C(C)=O)c(C)n(-c2cccc3cccnc23)c1C
#2 CCNC(=O)CN1C(=O)NC(Cc2ccccc2)(Cc2ccccc2)C1=O
#3 Cc1noc(C)c1C(=O)Nc1sc(C)c(C)c1C#N
#4 Cc1cccc(Nc2ncccc2C(=O)O)c1C
#5 O=C(/C=C/c1ccc(S(=O)(=O)NCc2ccco2)cc1)NCc1cccc(Cl)c1
assay / compound	1	2	3	4	5
Pf growth 96h	5%	-2%	53%[activator]	22%&109%	?
LmPK inh	-8%	-9%	-18%	-4%	-1%
CHX counter	-3	-5	-3	6	29*
Shiga toxin inh	28	21	-4	7	46*
Pf growth 48h	7%	?	?	22%&4%	-11%
HCV inhibitor	1%	-1%	-29%	15%	?
TbPYK inhibitor	2%	0%	-3%	3%&-6%	8%

#6 CC(C)CCNC(=O)c1cc(C(=O)c2cc(F)ccc2O)cn(CCC(C)C)c1=O
#7 Cn1cnc2c1c(=O)n(Cc1ccccc1)c(=O)n2C
#8 CCC1CCCCN1CCCNC(=O)CN1C(=O)COc2ccc(S(=O)(=O)N3CCOCC3)cc21 (stereo unspecified)
#9 Cc1ccc(OCCNC(=O)c2ccccc2SCC(=O)N2CCCC2)cc1
#10 CCCn1nnc(NC(=O)c2cccc(OCc3ccccc3)c2)n1
assay / compound	6	7	8	9	10
Pf growth 96h	?	-30%	?	?	.
LmPK inh	0%	8%	-2%	.	5%
CHX counter	-2	-4	2	.	11
Shiga toxin inh	3	-13	7	.	11
Pf growth 48h	1.5µM*	.	9%	?	-22%
HCV inhibitor	?	-1%	8%	20%	?
TbPYK inhibitor	0%	1%	1%	5%	-2%

#11 C[C@H](NC(=O)c1nc[nH]c1C(=O)NCc1ccccc1)C(=O)OCc1ccccc1
#12 CC(C)CC(c1nnnn1C(C)C)N1CCN(C(=O)c2ccco2)CC1 (stereo unspecified)
#13 Cc1cc(C(=O)Nc2cc(S(C)(=O)=O)ccc2Cl)no1
#14 Cc1c(C(=O)NN)sc(-c2ccccc2)c1C#N
#15 N#C/C(=C(/O)COC(=O)COc1ccc(Cl)cc1)c1nc2ccccc2[nH]1
assay / compound	11	12	13	14	15
Pf growth 96h	21%	5%	-7%	0%	-27%
LmPK inh	1%	.	.	3%[11.5 µM]	1%
CHX counter	1	.	.	-8	-8
Shiga toxin inh	-2	.	.	-13	-6
Pf growth 48h	18%	12%	5%	?	16%
HCV inhibitor	9%	12%	18%	-15%	2%
TbPYK inhibitor	-1%	9%	0%	-2%	-5%

In the list so far, 2 contain a thiophene ring, fused or not.
#3 Cc1noc(C)c1C(=O)Nc1sc(C)c(C)c1C#N
#14 Cc1c(C(=O)NN)sc(-c2ccccc2)c1C#N
assay / compound	3	14
Pf growth 96h	53%[activator]	0%
LmPK inh	-18%	3%[11.5 µM]
CHX counter	-3	-8
Shiga toxin inh	-4	-13
Pf growth 48h	?	?
HCV inhibitor	-29%	-15%
TbPYK inhibitor	-3%	-2%

Further entries
#16 O=C1NC2(CCC3(CC2)OCCO3)NN1c1ccccc1
#17 COc1ccc(CC2(CO)CCN(Cc3cnn(-c4ccccc4)c3)CC2)cc1
#18 O=C(CCNS(=O)(=O)c1ccc(Cl)cc1)N1CCCCCC1
#19 O=C(Nc1nnc(SCC(=O)N2CCOCC2)s1)c1ccccc1Cl
#20 CCC(C)C1C(C#N)=C(N)OC2=C1C(=O)CC(C)(C)C2 (stereo unspecified)
assay / compound	16	17	18	19	20
Pf growth 96h	13%	-4%	12µM*	4%	?
LmPK inh	-8%	1%	-2%	-9%	5%
CHX counter	8	-2	-3	28	-2
Shiga toxin inh	25	17	-11	34	14*
Pf growth 48h	4%	-8%	8%	-10%	?
HCV inhibitor	-4%	?	.	19%	-4%
TbPYK inhibitor	-4%	2%	-9%	-15%	0%

Some of the entries above, reformatted.
#	Structure	Pf growth 96h	LmPK inh	CHX counter	Shiga toxin inh	Pf growth 48h	HCV inhibitor	TbPYK inhibitor
18	O=C(CCNS(=O)(=O)c1ccc(Cl)cc1)N1CCCCCC1	12µM*	-2%	-3	-11	8%	.	-9%
19	O=C(Nc1nnc(SCC(=O)N2CCOCC2)s1)c1ccccc1Cl	4%	-9%	28	34	-10%	19%	-15%

More compounds follow.
#21 Cc1ccc(S(=O)(=O)N(CC(=O)c2ccc(Cl)cc2)C(=O)N2CCN(C)CC2)cc1
#22 Cc1cccc(NS(=O)(=O)c2ccc3c(c2)NC(=O)CO3)c1C
#23 C=CCN=C1CC(C)(C)CC(=O)/C1=C(\O)c1ccccc1
#24 Cc1nnc(SCc2cccc([N+](=O)[O-])c2)o1
#25 CC(C)c1ccc(C(=O)CSc2ncn[nH]2)cc1
assay / compound	21	22	23	24	25
Pf growth 96h	25%	23%	87%[activator]	?	-17%
LmPK inh	.	-7%	3%	2%	10%
CHX counter	.	12	1	6	31*
Shiga toxin inh	.	0	-20	37	81*
Pf growth 48h	17%	7%	2%	15%	71%[activator]
HCV inhibitor	16%	0%	-6%	12%	-1%
TbPYK inhibitor	3%	1%	-7%	0%	?

Along the list, quoted from above.
Compounds 22 to 25 in CHX counter: 12, 1, 6, 31*
Compounds 22 to 25 in Shiga toxin inh: 0, -20, 37, 81*
Compounds 22 to 25 in HCV inhibitor: 0%, -6%, 12%, -1%

The listing continues:
#26 COc1ccc(Cc2noc(CN(C)Cc3cccc(-n4cccn4)c3)n2)cc1OC
#27 COCCNCCCCOc1ccc(C)cc1[N+](=O)[O-]
#28 CCOc1ccc(CN2CCN(C3CCSCC3)CC2CCO)cc1 (stereo unspecified)
#29 COc1ccccc1Nc1nc(C2(C)CCC(=O)O2)cs1 (stereo unspecified)
#30 COc1cc(-c2cc(C(=O)Nc3ccc(N4CCOCC4)cc3)c3ccccc3n2)cc(OC)c1OC
assay / compound	26	27	28	29	30
Pf growth 96h	26%	?	?	1%	5.9µM*
LmPK inh	8%	-3%	2%	3%	1%
CHX counter	-1	3	1	52*	1
Shiga toxin inh	-17	7	-7	62*	-3
Pf growth 48h	?	20%	25%	60%[activator]	10µM*
HCV inhibitor	?	2%	6%	-10%	?
TbPYK inhibitor	3%	-5%	3%	0%	2%

#31 CCC(C)(C)C1CCc2[nH]nc(C(=O)NCc3ccc(Cl)cc3)c2C1 (stereo unspecified)
#32 CC(C)N1CCc2c(sc(NC(=O)Cc3ccccc3)c2C#N)C1
#33 c1ccc(Oc2nnc(-c3cccs3)c3ccccc23)cc1
#34 CCOc1ccc(-n2nnnc2SCC(=O)NC2CCCC2)cc1
#35 O=C(NC1CCCCC1)C(c1ccncc1)N(Cc1ccc2c(c1)OCO2)C(=O)C(F)(F)F (stereo unspecified)
assay / compound	31	32	33	34	35
Pf growth 96h	?	?	-2%	?	2.1µM*
LmPK inh	.	-9%	1%	0%	-3%
CHX counter	.	2	-4	-3	-2
Shiga toxin inh	.	2	-5	-6	-3
Pf growth 48h	?	17%	4%	13%	9.3µM*
HCV inhibitor	9%	-6%	?	-4%	-12%
TbPYK inhibitor	-4%	2%	4%	-3%	-9%

#36 COc1ccc(C(=O)NNC(=S)NC(=O)c2cccnc2)cc1
#37 CCCOc1ccc(NC(=O)CC2C(=O)N(C)C(=S)N2Cc2cccs2)cc1 (stereo unspecified)
#38 O=C1CC(NS(=O)(=O)c2cccs2)CN1c1ccccc1 (stereo unspecified)
#39 O=C(CSc1cnc2ccccc2n1)c1ccc(F)cc1
#40 CC12COC3(C(=O)Nc4ccccc4F)CC1CCC32C (stereo unspecified)
assay / compound	36	37	38	39	40
Pf growth 96h	24%	?	3%	352%[activator]	-14%
LmPK inh	7%	3%	.	-19%	1%
CHX counter	3	7	.	60*	1
Shiga toxin inh	9	8	.	65*	-14
Pf growth 48h	?	12µM*	-11%	317%[activator]	-2%
HCV inhibitor	3%	?	9%	-8%	5%
TbPYK inhibitor	-17%	-4%	-6%	-7%	5%

#41 COc1ccc(NC(=O)C2CSC3c4ccccc4C(=O)N23)cc1 (stereo unspecified)
#42 COc1ccc(C(=O)COC(=O)[C@H](C)Nc2ccc(C(F)(F)F)cc2[N+](=O)[O-])c(OC)c1
#43 COc1cccc(C2=NOC(C(=O)Nc3cc(C)nn3-c3ccccc3)C2)c1OC (stereo unspecified)
#44 CCc1c(C(=O)Nc2cc(C(=O)OC)ccc2C)csc1C
#45 O=C(COC(=O)/C=C/c1ccc([N+](=O)[O-])cc1)NC1CCCCC1
assay / compound	41	42	43	44	45
Pf growth 96h	19%	90%[activator]	-2%	-14%	?
LmPK inh	6%	1%	0%	1%	.
CHX counter	-2	-2	-7	-2	.
Shiga toxin inh	3	19	-14	-5	.
Pf growth 48h	?	49%[activator]	3%	-29%	16%
HCV inhibitor	-7%	14%	?	?	7%
TbPYK inhibitor	-1%	-14%	-15%	-2%	6%

#46 CC(C)c1c(C(=O)N/N=C/c2ccc3c(c2)OCO3)nnn1-c1nonc1N
#47 CC(=O)Nc1ccc(S(=O)(=O)N2CCN(c3cc(C)nc4ncnn34)CC2)cc1
#48 COc1ccc(C(=O)NCC2(N3CCCCC3)CCCCC2)cc1S(=O)(=O)N(C)C
#49 CCCC(c1nnnn1Cc1ccc(OC)cc1)N1CCN(c2ccccc2)CC1 (stereo unspecified)
#50 COc1ccc(CCn2c(=N)c(C(=O)NC3CCCCC3)cc3c(=O)n4ccccc4nc32)cc1
assay / compound	46	47	48	49	50
Pf growth 96h	24%	0%	-1%	-26%	?
LmPK inh	0%	2%	0%	6%	5%
CHX counter	8	-2	-4	-2	-4
Shiga toxin inh	-4	-6	-10	-8	23
Pf growth 48h	18%	0%	-8%	13µM*	0.93µM*
HCV inhibitor	-9%	3%	0%	-18%&-6%	?
TbPYK inhibitor	-3%	-1%	-3%	3%	7%

#51 C=CCn1c(=O)c2ccccc2n2c(SCC(=O)c3ccccc3)nnc12
#52 Cc1ccnc(NS(=O)(=O)c2ccc(NC(=O)Cc3ccc(Br)cc3)cc2)n1
#53 S=C(NCc1ccco1)NC1CCCc2ccccc21 (stereo unspecified)
#54 COc1ccc([C@@H]2[C@@H]3C(=O)N(C(C)(C)C)C(=O)[C@@H]3[C@]3(Cc4ccccc4)C(=O)N(c4ccc(OC)cc4)C(=O)N23)cc1
#55 COc1ccc(C(c2c(O)cc(C)oc2=O)c2c(O)cc(C)oc2=O)cc1
#56 CCOC(=O)c1nc[nH]c1C
assay / compound	51	52	53	54	55	56
Pf growth 96h	.	30%	?	?	-4%	0%
LmPK inh	0%	8%	-1%	.	0%	0%
CHX counter	22	6	2	.	-3	-4
Shiga toxin inh	27	4	-9	.	-10	-4
Pf growth 48h	-10%	-3%	-28%	?	1%	.
HCV inhibitor	4%	1%	-20%	-5%	1%	15%
TbPYK inhibitor	-6%	-5%	-2%	1%	-3%	0%
